High-throughput results: PubChem BioAssay, National Center for Advancing Translational Sciences (NCATS)
FEN1 inhibitor = human FEN1 inhibition; P39748; Recombinant FEN1 flap cleavage, fluorescence, 15 min; Potency, µM (top dose mostly 114 µM), without a hit: at the highest dose activity change, negative = inhibition, actives largely listed as inhibitors; actives 0.35% (n = 390,000); AID 588795; note: nearly all actives have a fitted effect of over 65% in size
Target sequence (P39748 whole entry, looked up): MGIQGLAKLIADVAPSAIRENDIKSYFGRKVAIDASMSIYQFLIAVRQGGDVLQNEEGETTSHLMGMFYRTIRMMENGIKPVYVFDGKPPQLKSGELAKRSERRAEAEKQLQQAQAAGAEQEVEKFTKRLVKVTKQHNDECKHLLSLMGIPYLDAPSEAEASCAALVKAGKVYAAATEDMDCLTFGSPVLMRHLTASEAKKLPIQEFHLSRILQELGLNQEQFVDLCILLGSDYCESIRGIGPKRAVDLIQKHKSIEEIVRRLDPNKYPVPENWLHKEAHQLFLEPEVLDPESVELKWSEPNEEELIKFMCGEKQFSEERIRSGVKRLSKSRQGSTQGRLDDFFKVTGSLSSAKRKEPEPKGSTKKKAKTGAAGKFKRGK
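Enzyme 10 nM, 15 min RT preincubation with compound; start with substrate 50 nM final; reads at 0 and 15 min; qHTS titration, four-parameter Hill fit.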
KAT2A inh = inhibitors of human GCN5L2 histone acetyltransferase. GCN5L2 HAT assay, ThioGlo1 CoA-SH fluorescence. Potency, µM (doses to about 58.9 µM), inactives show at the top dose activity change, negative = inhibition, most hits filed as inhibitors. actives 0.21% (n = 390,000)
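GCN5L2 (20nM final) in 50mM HEPES, 0.1mM EDTA pH 7.5, 0.01% Tween-20 was preincubated 15 min at room temperature with compound, then given ThioGlo1 (50uM), H3(1-25) peptide (75uM) and acetyl-CoA (70uM); CoA-thiol fluorescence (Ex340/Em540) was read at 0 and 20 min.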
N370S GC mod = N370S glucocerebrosidase modulation, Gaucher chaperone candidate. actives 0.092% (n = 330,000). AID 2101. N370S GC spleen homogenate, 4MU-glucoside fluorescence. P04062. Potency, µM (series often up to 59.4 µM), without a hit: top-dose activity change, negative = inhibition, most hits filed as inhibitors;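 note: 0% = full enzyme activity and -100% = no enzyme basal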
Numbers without * were called inactive; ? = inconclusive; / = no result given; & = joins results of further samples; [ ] = another dose, or the depositor's remark. Calls come from the whole dose curve; as a rule, active = well fitted curve in the direction sought with a large enough effect; inconclusive = small, poorly fitted or top-dose-only effect, or another doubt; inactive = no such curve, though single readings can be large; an effect the other way counts as inactive or inconclusive. Unless noted, % is set by controls: 0 for no effect and ±100 for the full control effect; potency is the fitted concentration of half-maximal effect.

Every second line gives: FEN1 inhibitor, KAT2A inh, N370S GC mod
- CC(C)C(=O)Nc1c(O)c2ccccc2[nH]c1=O
 : -8%, 0%, 3%
- CN1CCN(CCOCCOc2ccc(Br)cc2Cl)CC1
 : -2%, -1%, 0%
- O=C(Nc1cc(N2CCCCC2)ncn1)c1ccc(F)cc1
 : 19%, -9%, 6%
- Cc1nc2cnc(Nc3ccccc3)nc2n(C2CC2)c1=O
 : /, -8%, -6%
- CC1(C(=O)O)Sc2[nH]c(=O)sc2C2c3ccccc3OC(=O)C21 (stereo not drawn)
 : -2%, -5%, -8%
- COc1ccccc1-c1cc(C(=O)NN)[nH]n1
 : -4%, 10%, -10%
- CCC(=O)N1CCc2cc(S(=O)(=O)CCC(=O)NCc3cccc(OC)c3)ccc21
 : 8%&15%, -7%&0%, -3%
- COc1ccc(Br)cc1S(=O)(=O)NCc1ccccc1
 : -5%, -1%, -1%
- O=C(Nc1ccc2c(c1)OCO2)C1CCN(C(=O)CSc2ncnc3ccccc23)CC1
 : -16%, -10%, -1%
- COc1cc(NC(=O)CSc2nc3[nH]ncc3c(=O)n2-c2ccccc2C)cc(OC)c1OC
 : -1%, -8%, 13%
- O=c1c(-c2ccc(Br)cc2)[n+]([O-])c2ccccc2n1OCc1ccccc1
 : 7%, 5%, 12%
- CCOC(=O)c1cc(-c2ccc(C)cc2)n(CCC(=O)Nc2nc3c(C)cccc3s2)c1C
 : -16%, -14%, /
- Cc1c(CC(=O)Nc2ccc(Cl)cc2)sc2ccc(Cl)cc12
 : 17%, -8%, 3%
- COc1ccc(CC(=O)Nc2cccc(SC)c2)cc1
 : 15%, -3%, 21%
- O=C1/C(=C/c2cccs2)SC(=S)N1CCC(=O)N1CCCCC1CCO (stereo not drawn)
 : -4%, -1%, ?
- COc1ccc(CCNC(=O)c2cc3c(C)nccc3[nH]c2=O)cc1OC
 : -1%, -4%, 2%
- CCC(CC)c1nc(C#N)c(NC(C)c2ccccc2)o1 (stereo not drawn)
 : -1%, -6%, 4%
- CC(C)(C)NC(=O)NC(=O)COC(=O)c1c(F)cccc1Cl
 : 0%, -10%, -5%
- O=C(CSCCOc1ccccc1)NCc1ccncc1
 : 10%, -3%, -3%
- Cc1cc2nc3n(c2cc1C)CC1CC(C(=O)NCCC(C)C)N(C)C31 (stereo not drawn)
 : -2%, 0%, -24%
- COc1cccc(C(=O)N2CCC(c3nc4ccccc4s3)CC2)c1
 : -4%, -8%, /
- CNC(=O)COC(=O)c1ccc(Cl)c(S(N)(=O)=O)c1
 : -5%, -1%, 0%
- CC(C)(C)n1nnnc1C(c1ccc2ncccc2c1)N1CCC(O)CC1 (stereo not drawn)
 : 2%, -10%, 0%
- O=C1C=C(N2CCN(C3=CC(=O)CCC3)CC2)CCC1
 : 5%, -12%, -1%
- Cc1oc2c(CN3CCOCC3)c(O)ccc2c(=O)c1-c1ccccc1
 : 2%, 11%, -2%
- CCCCCc1nc2ccccc2c(=O)n1N
 : 4%, -1%, ?
- CCC(=O)c1ccc(OCC(=O)OCC(=O)NCC2CCCO2)cc1 (stereo not drawn)
 : 16%, -14%, -13%
- O=C(O)c1ccccc1-c1ccccc1C(=O)NCCc1ccccc1
 : -3%, -5%, 2%
- Cc1ccc(OCC(=O)Nc2ccc3nc(SCC(=O)N4CCCC4)sc3c2)cc1
 : 2%, -19%, /
- Cc1ccnc(NC(=O)c2ccc3c(c2)S(=O)(=O)c2ccccc2C3=O)c1
 : -5%, -7%, -9%
- CCOC(=O)c1nn(-c2ccc(F)cc2)c(-c2ccccc2)c1C(=O)c1ccccc1
 : -9%, -8%, 17%
- CC(=O)C[C@H](O)CC(=O)[C@@H]1OC(=O)CCCCC/C=C/Cc2ccccc21
 : -12%, 0%, /
- CC(C)NC(=S)n1cc(C(=O)c2cc(Cl)cc(Cl)c2O)cn1
 : 4%, -9%, -1%
- COc1ccc(N2CCN(C(=O)COc3ccccc3)CC2)cc1
 : 10%, 0%, 4%
- COc1cccc(NC(=O)CCNS(=O)(=O)c2ccc3c(c2)oc(=O)n3C)c1
 : 14%&0%, -21%&-5%, -1%
- Cc1nnc2sc(SCC(=O)N3CCCCC3)nn2c1=O
 : -13%, -21%, -1%
- N#CC1=C(N)Oc2n[nH]c(-c3cccs3)c2C1c1cccnc1 (stereo not drawn)
 : 5%, 1%, 6%
- CCCn1c(N2CCN(C(=O)Nc3ccc(Cl)cc3)CC2)nc2ccccc21
 : 3%, 1%, -1%
- Cc1cnc(C(=O)OCC(=O)Nc2ccc(C)c(S(=O)(=O)N(C)C)c2)cn1
 : -6%, 15%, -4%
- O=c1cc(CSc2ccc(Cl)cc2)nc2nc[nH]n12
 : -2%, -5%, 17%
- COCCOC(=O)/C(=C\c1cc(C(C)(C)C)c(O)c(C(C)(C)C)c1)C(C)=O
 : ?, -6%, 19%
- CCN(CC)c1ccc2c(C)c(CO)c(=O)oc2c1
 : 9%, -17%, ?
- O=C(COC(=O)Cc1ccsc1)Nc1ccccc1
 : 0%, 4%, 2%
- CC1CCN(S(=O)(=O)c2ccc(C(=O)N3CCN(c4ccccc4F)CC3)cc2)CC1
 : 2%, -8%, 5%
- COCCc1nn2c(=O)cc(COC(=O)c3ccco3)nc2s1
 : -3%, 2%, /
- Cn1c(SC/C=C/c2ccccc2)nnc1-c1ccco1
 : -1%, 2%, 7%
- COc1ccc(CN2CCc3ccccc3C2)cc1Br
 : -3%, -3%, -5%
- Cc1nn2c(-c3ccc(S(=O)(=O)N4CCN(CCO)CC4)o3)nnc2c2ccccc12
 : -9%, -25%, ?
- CCOC(=O)c1c(C)[nH]c(C)c1S(=O)(=O)N(C)CC(=O)Nc1cc(Cl)ccc1OC
 : 6%, 4%, /
- Cn1c(C(=O)NCc2ccc(F)cc2)cc2c(=O)n(C)c3ccccc3c21
 : -1%, -6%, /

Following part:
Every second line gives: FEN1 inhibitor, KAT2A inh, N370S GC mod
- CC(c1ccc(F)cc1)n1cc(C(=O)NCc2ccccn2)nn1 (stereo not drawn)
 : -2%, 2%, 1%
- N#CCCNc1ccc(OCCC#N)cc1
 : 2%, -4%, -3%
- COCCNC(=O)C(c1ccc(Cl)cc1)N(Cc1ccco1)C(=O)CCC(=O)Nc1ccccn1 (stereo not drawn)
 : 5%, -8%, -3%
- O=c1cc(C(F)(F)F)nc(SC/C=C/c2ccccc2)[nH]1
 : 15%, -4%, 1%
- CCOC(=O)c1c(NC(=O)C2C3CCC(O3)C2C(=O)O)sc2c1CCC(CC)C2 (stereo not drawn)
 : -10%, 1%, 9%
- COc1ccc(CNC(=O)CN(Cc2ccco2)C(=O)CNS(=O)(=O)c2ccccc2)cc1
 : -4%, -5%, -7%
- CC(C)CCN(CC(=O)NC(C)(C)C)C(=O)C(=O)Nc1ccc2c(c1)OCCO2
 : 1%, -1%, 0%
- CC(C)C(=O)N1CCN(c2ccc([N+](=O)[O-])cc2Cl)CC1
 : 2%, -3%, -13%
- COc1cccc(C(=O)NCCS(=O)(=O)NCc2ccc(Cl)cc2)c1
 : -4%, -19%, -4%
- CCC(=O)N1CCC2(CC1)Oc1ccc(Cl)cc1C(=O)C21CC(c2ccccc2)=NO1 (stereo not drawn)
 : 4%, 1%, 1%

(cont.)
Structure | FEN1 inhibitor | KAT2A inh | N370S GC mod
CCN1CCN(C(c2ccccc2OC)c2nnnn2C2CCCCC2)CC1 (stereo not drawn) | -4% | 2% | -4%
CCc1noc(C)c1C(=O)OCC(=O)N(CC)c1c(N)n(Cc2ccccc2)c(=O)[nH]c1=O | -4% | 1% | 1%
CCn1c(N)nc2c1c(=O)n(C)c(=O)n2C | 8% | -11% | -4%
CCN1CCN(c2ccc(NC(=O)COc3ccc(Cl)cc3C)cc2)CC1 | -4% | -6% | /
COc1ccc(N(CC(=O)NCc2ccccn2)S(=O)(=O)c2ccccc2[N+](=O)[O-])c(OC)c1 | 4% | 1% | 0%
Cc1cccc(Nc2nc(N)nc(N)c2S(=O)(=O)c2ccccc2)c1 | -7% | -5% | /
CCCC[C@@H](CNC)NC[C@H](Cc1ccc(O)cc1)NCCc1ccc(OCC)cc1 | -9% | -3% | -5%
Cc1cc2oc(=O)cc(CN3CCN(S(=O)(=O)c4cccs4)CC3)c2cc1C | 2% | -7% | 1%
N#Cc1cc2c(nc1SC1CCCCC1O)CCCC2 (stereo not drawn) | 0% | -12% | 15%
COc1cc(/C=N/NC(=O)c2cncc(Br)c2)ccc1OC(=O)c1ccc2c(c1)OCO2 | / | -7% | 11%
Cc1cc(C(F)(F)F)nc(CCNC(=O)C2CCC(=O)N(Cc3cccc(F)c3)C2)n1 (stereo not drawn) | 3% | 1% | 3%
Cc1c(-c2ccccc2)[n+](=O)c(-c2ccco2)c(C)n1[O-] | 16% | -16% | 3%
O=C(OCC(=O)N1CCc2ccccc21)c1ccc[nH]c1=O | 4% | -9% | 1%
Cc1c(Br)c(=O)oc2c(Br)c(O)c(O)cc12 | 28µM* | -2% | 24%
CC(C)CC1C(C#N)=C(N)OC2=C1C(=O)CC(c1ccccc1)C2 (stereo not drawn) | 15% | -4% | ?
NCCCNCCCCNCCCN | 5% | -3%&-1% | 5%&-3%&10%
Cc1nc(SCc2c(F)cccc2Cl)c2c(=O)n(C)c(=O)n(C)c2n1 | -20% | -9% | 1%
CC(C)(C)OC(=O)N1CCC(CC2CC(c3ccc(Cl)cc3)=NO2)(C(=O)NCC2CCCCC2)CC1 (stereo not drawn) | -3% | -4% | 0%
COc1ccccc1CCn1c(=O)c(-c2ccc(Cl)cc2)nc2cncnc21 | / | -20% | 6%
O=C(N/N=C/c1ccccc1OCC(=O)N1CCCC1)C(=O)Nc1ccccc1F | 4% | -3% | 1%
COc1ccc2c(-c3ccccc3)cc3nnnn3c2c1 | -9% | 0% | 5%
COc1ccc(CN(CC(=O)NCc2ccco2)C(=O)CCC(=O)Nc2ccccn2)cc1 | 13% | -4% | 0%
Cc1ccc(S(=O)c2snnc2C)cc1 (stereo not drawn) | 5% | -1% | 1%
CCOCCn1ccc2c(OCC(=O)Nc3ccc(C(N)=O)cc3)cccc2c1=O | -12% | -3% | /
Cc1ccc(S(=O)(=O)N[C@H](C(=O)OCC(=O)NC(=O)NCc2ccco2)C(C)C)cc1 | -7% | -2% | /
CCCN(C(=O)c1cc2c(s1)CCC2)c1c(N)n(Cc2ccccc2)c(=O)[nH]c1=O | -2% | -28% | -10%
CC(C)CN(C(=O)COC(=O)CCc1c[nH]c2ccccc12)c1c(N)n(Cc2ccccc2)c(=O)[nH]c1=O | 2% | 0% | -6%
COc1cc(NC(=O)Nc2ccccc2)c(OC)cc1NC(=O)CN1CCCCC1 | -5% | -3% | -7%
COC(=O)C1=C(C(=O)OC)[C@@H]2N(C)c3ccccc3[C@@]23C[C@@H](C(=O)OC)N(C(C)=O)C3=N1 | -1% | 22% | 7%[12.8 µM]
O=C(COc1ccc([N+](=O)[O-])cc1)Nc1ccccc1C(=O)NC1CC1 | 12% | -4% | -4%
O=C(Cn1ncc2c3ccccc3n(Cc3cccc(Cl)c3)c2c1=O)NCc1cccs1 | 14% | -6% | /
